# Compound activity from PubChem BioAssay.
# MPTP block – permeability transition pore inhibition; isolated mouse mitochondria, Ca2+ swelling absorbance, 30 min; inhibition, % at 10 µM; hit rate 1.4% among 360,000; AID 602449;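 active = inhibition of 50% or more, scaled per plate between neutral and stimulator controls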;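 note: 0% = DMSO wells given calcium and 100% = 1 mM EGTA wells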
# Gli-Sufu block – blocks Gli-Sufu signaling in a luciferase reporter; inhibition, % at 5 µM; hit rate 0.74% among 340,000; Sufu-KO-LIGHT fibroblasts, Gli luciferase reporter luminescence;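 active = inhibition above about 55%, limit read from the data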;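 note: 0% = DMSO-treated cells and 100% = wells with medium but no cells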
# APOBEC3G inh – inhibitors of human APOBEC3G DNA deaminase; Q9HC16; recombinant A3G, ssDNA deamination FAM/TAMRA fluorescence; inhibition, % at 20 µM; hit rate 0.28% among 330,000; AID 493012;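 active = inhibition of at least 40% at 20 µM, with no more than 30% in the related APOBEC3A deaminase screen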;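 note: plate controls were DMSO wells with A3G for no effect and wells lacking A3G enzyme for full effect; some compounds called inactive have numbers as strong as hits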
# Target sequence (Q9HC16 whole entry, looked up): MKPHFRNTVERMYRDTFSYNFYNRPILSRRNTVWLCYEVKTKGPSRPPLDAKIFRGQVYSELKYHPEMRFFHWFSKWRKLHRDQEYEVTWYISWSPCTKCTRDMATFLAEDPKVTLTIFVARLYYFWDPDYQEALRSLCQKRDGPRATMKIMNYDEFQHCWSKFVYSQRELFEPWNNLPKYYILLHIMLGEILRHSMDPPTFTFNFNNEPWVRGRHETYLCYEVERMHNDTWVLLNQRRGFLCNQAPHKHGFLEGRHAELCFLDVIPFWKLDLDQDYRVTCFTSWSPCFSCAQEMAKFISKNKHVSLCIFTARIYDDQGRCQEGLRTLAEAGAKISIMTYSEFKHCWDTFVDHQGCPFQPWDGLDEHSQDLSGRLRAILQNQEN
# A3A deaminase – inhibitors of human APOBEC3A DNA deaminase. hit rate 0.41% among 330,000. inhibition, % at 20 µM. P31941. recombinant A3A, FAM/TAMRA ssDNA deamination fluorescence;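 active = at least 40% inhibition at 20 µM here, with at most 30% in a related deaminase screen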;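 note: plate controls were A3A with DMSO for no effect and wells lacking A3A enzyme for full effect; some results filed as inactive read as strong as hits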
# Target sequence (P31941 whole entry, looked up): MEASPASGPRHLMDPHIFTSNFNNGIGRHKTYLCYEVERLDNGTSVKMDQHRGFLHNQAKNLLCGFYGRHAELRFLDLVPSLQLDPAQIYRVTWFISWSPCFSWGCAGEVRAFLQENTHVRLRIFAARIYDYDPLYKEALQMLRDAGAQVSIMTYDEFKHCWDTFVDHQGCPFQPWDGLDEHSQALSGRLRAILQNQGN
# CCR6 antagonist – blocks CCL20-driven beta-arrestin recruitment at human CCR6. hit rate 0.49% among 340,000. AID 493098. inhibition, % at 20 µM. CHO-K1 CCR6 PathHunter beta-arrestin, luminescence, CCL20-stimulated;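 active = compounds whose inhibition of the agonist-driven luminescence signal at 20 µM reaches about 50%, limit read from the data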;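 note: cells stimulated with CCL20 at 14 nM final; plate controls were DMSO with CCL20 for no effect and DMSO without agonist for full effect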
# Target sequence (P51684 whole entry, looked up): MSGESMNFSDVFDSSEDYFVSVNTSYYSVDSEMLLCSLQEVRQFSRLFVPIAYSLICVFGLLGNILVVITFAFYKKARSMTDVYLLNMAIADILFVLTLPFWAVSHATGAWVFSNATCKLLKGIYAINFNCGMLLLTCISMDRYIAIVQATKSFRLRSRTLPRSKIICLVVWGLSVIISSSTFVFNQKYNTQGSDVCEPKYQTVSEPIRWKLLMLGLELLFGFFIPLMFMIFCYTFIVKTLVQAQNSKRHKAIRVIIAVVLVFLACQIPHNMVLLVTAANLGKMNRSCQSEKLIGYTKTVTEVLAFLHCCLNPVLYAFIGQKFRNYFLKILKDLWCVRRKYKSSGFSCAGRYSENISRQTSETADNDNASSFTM
# CXCR6 inh – CXCR6 (human) receptor inhibition | O00574 | CHO-K1 PathHunter CXCR6 beta-arrestin, luminescence | inhibition, % at 20 µM | hit rate 0.36% among 360,000 | AID 602244; in the data active = inhibition above about 34%, passing the limit was not always enough;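 note: antagonist mode with CXCL16 agonist at 10 nM final; 0% = 10 nM CXCL16 with DMSO and 100% = unstimulated wells without agonist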
# EBI2 block – blocks human EBI2 receptor beta-arrestin signaling; P32249; EBI2 beta-arrestin recruitment, luminescence, 7a,25-OHC stimulated; inhibition, % at 5 µM; hit rate 0.81% among 360,000; in the data active = inhibition above about 38%;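 note: enzyme fragment complementation signal reports receptor beta-arrestin coupling in cells; 0% = agonist plus DMSO wells and 100% = wells without agonist; some results beyond the cut were filed as inactive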
# NR3A LBD binder – modulators (binders) of human NR3A ligand-binding domain | NR3A LBD differential scanning fluorimetry, Tm shift; 0% = protein alone, 100% = glycine-bound protein | Tm shift relative to glycine control, % at 25 µM | hit rate 2.5% among 340,000 | AID 1259313;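 active = melting temperature shift of at least 10% of the positive control shift, at one fixed dose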
# * hit, by the source's call; nt = no result given.
# The opening 2 entries, ahead of the listing:
mol,MPTP block,Gli-Sufu block,APOBEC3G inh,A3A deaminase,CCR6 antagonist,CXCR6 inh,EBI2 block,NR3A LBD binder
COc1ccc(NC(=O)COC(=O)C2CC(=O)N(c3ccc(OC(C)C)cc3)C2)cc1 (centres undefined),0.5,-22,-5,-3,5,-7,-3,1
O=C(CCN1C(=O)c2cccc3cccc(c23)C1=O)N1CCOCC1,-0.6,-20,-3,1,5,3,-1,-1

# The list itself, from the start:
mol,MPTP block,Gli-Sufu block,APOBEC3G inh,A3A deaminase,CCR6 antagonist,CXCR6 inh,EBI2 block,NR3A LBD binder
COc1ccc(NC(=O)COC(=O)C2CC(=O)N(c3ccc(OC(C)C)cc3)C2)cc1 (centres undefined),0.5,-22,-5,-3,5,-7,-3,1
O=C(CCN1C(=O)c2cccc3cccc(c23)C1=O)N1CCOCC1,-0.6,-20,-3,1,5,3,-1,-1
CCN(CC)c1ccc(C(=O)NC(=S)Nc2cc(S(=O)(=O)N3CCOCC3)ccc2-n2cncn2)cc1,1.9,0,-3,-3,34,9,10,-7
COCCN1CCN(C(=O)c2ccc3oc(CCCc4ccccc4)nc3c2)CC1,0.9,-20,0,-1,5,-2,4,1
COCCCNC(=O)C(=O)Nc1cc2c3c(c1)CCN3C(=O)CC2,0.4,4,0,0,3,-5,-15,2
CCC/C(=C1/c2ccccc2C(=O)N1c1ccccc1)c1cnc(OC)nc1,0.4,0,-7,-3,14,10,7,6
CC(C)Oc1cccc(C(=O)C2CCCN(Cc3cccn3-c3cccnc3)C2)c1 (centres undefined),14,7,-9,-3,16,-1,16,1
CC(=O)Nc1ccc2c(c1)ncn2C,-1.0,1,-4,3,3,0,8,-1
CC(=O)Nc1ccc(NC(=O)CC(C)n2ccnc2)cc1 (centres undefined),-0.2,nt,-7,2,1,-10,-8,1
CC1=NN(Cc2ccccc2)C(=O)C1C(c1ccc(Cl)cc1)C(C#N)C#N (centres undefined),2.5,8,-3,-2,15,-2,9,-7
CCCCCOc1ccc(NC(=O)CSc2cccc3cccnc23)cc1,6.4,1,-7,2,25,21,7,8
CCOc1ccc(CCNC(=O)COC(=O)c2ccco2)cc1OCC,1.8,-10,-2,0,13,-9,-6,1
C=CCNc1nc(-c2ccccc2)nc(-n2ccnc2)n1,1.6,8,-9,-4,10,-5,10,0
Cc1ccc(NC(=O)C2CCCN(S(=O)(=O)c3ccc(-n4cnnn4)cc3)C2)cc1 (centres undefined),0.9,2,-5,-3,15,-8,-2,0
CC(=O)N1c2c(cc(Br)cc2S(=O)(=O)NCc2cccnc2)CC1C (centres undefined),0.0,7,-10,-1,4,-2,-4,-2
CCCCCOc1ccc(C(=O)Nc2ccc(N3CCOCC3)cc2N2CCOCC2)cc1,0.3,-6,-7,-5,13,2,20,3
CCOc1ccc(CCNC(=O)CN2C(=O)NC(CCSC)C2=O)cc1OCC (centres undefined),0.6,-2,-7,3,-2,1,0,2
COc1ccccc1-c1sc2ccccc2c1-c1ccc(O)cc1,0.5,-6,-6,0,-6,2,-1,5
O=C(CCCOc1ccccc1)Nc1nccs1,-1.1,1,-7,-5,-15,-3,-17,0
O=C(c1cc(COc2c(F)cccc2F)on1)N1CCN(C2CCCCC2)C(=O)C1,-1.1,9,-7,-1,9,4,-12,-2
COc1ccc(C2CC(c3ccccc3)=NN2C(=O)COC(=O)c2nc3nccc(C)n3n2)cc1 (centres undefined),0.3,-8,-7,6,-3,1,6,0
Cc1cc(S(=O)(=O)NCC(C)C)ccc1OCC(=O)NCc1ccccn1,1.3,3,-8,-2,-3,2,-5,0
CCOc1cccc(N2C(=O)CC(N3CCC(C(N)=O)(N4CCCCC4)CC3)C2=O)c1 (centres undefined),-0.7,-3,-4,-4,-5,4,-4,1
C[C@H](NC(=O)c1nc[nH]c1C(=O)NCCCCCNC(=O)OC(C)(C)C)C(=O)OCc1ccccc1,4.1,-7,-8,-4,-13,-14,-21,1
NC(=O)CC(NC(=O)Cc1ccc(Cl)cc1)c1ccc(NCCCN2CCCC2=O)c([N+](=O)[O-])c1 (centres undefined),0.2,6,-10,-1,16,-9,-1,-2
Cc1ccc(CNc2ccc(N3CCOCC3)c(C(=O)O)c2)s1,0.2,0,-2,1,-7,1,-2,-1
Cc1ccc(S(=O)(=O)N2CCN(C(=O)CC(C)n3cncn3)CC2)cc1 (centres undefined),-0.9,-20,-15,-1,-13,-4,14,0
CN(C(=O)COC(=O)c1ccc2ccccc2n1)C1CCS(=O)(=O)C1 (centres undefined),0.5,3,-4,-2,7,-13,-4,2
O=C(CSc1nc2ncc(Cl)cc2[nH]1)N1CCOCC1,-2.2,-2,-7,-3,-2,-3,-8,-1
COc1ccc(OC)c2sc(N(CCN(C)C)C(=O)c3cc(Cl)sc3Cl)nc12,0.9,13,-6,-7,12,3,17,0

# The results go on:
mol,MPTP block,Gli-Sufu block,APOBEC3G inh,A3A deaminase,CCR6 antagonist,CXCR6 inh,EBI2 block,NR3A LBD binder
CN(CC(=O)Nc1cccc(F)c1)C(=O)c1cn(-c2ccccc2)nc1-c1cccs1,2.4,6,-5,1,9,-8,16,23*
COc1ccc(-n2ccnc2SCC(=O)Nc2ccc(OC)cc2OC)cc1,1.7,-3,0,-1,3,5,-8,-1
C=CCn1c(C23CC4CC(CC(C4)C2)C3)n[nH]c1=S,0.5,6,19,-7,6,0,-4,0
Cc1cccc(N(CC(=O)NC2CCCC2)C(=O)c2csnn2)c1C,0.1,-19,-7,-1,11,-6,-13,0
CNC(=O)CN(C1CCCCC1)S(=O)(=O)c1ccc(F)cc1,0.3,0,-4,1,-1,-5,1,0
Nc1ccc(C2(c3ccc(N)cc3)c3ccccc3C(=O)c3ccccc32)cc1,-0.2,-2,-3,-1,20,12,4,-20
C=CCC[C@@H](Cc1ccc(F)cc1)C(=O)OC[C@@H]1CCCN1C(=O)[C@@H](CC=C)CC(=O)N[C@@H](CO)Cc1ccccc1,1.0,-1,-7,0,5,2,11,-8
COc1ccc(N2CCN(C(=O)CCc3ccc(S(=O)(=O)NCC(C)C)cc3)CC2)cc1,-1.0,4,-3,-4,12,2,-5,3
CNC(=O)COC(=O)c1ccc(NS(=O)(=O)c2ccc3c(c2)OCCO3)cc1,-3.4,-7,-11,0,10,35,-9,1
COC(=O)c1ccccc1NC(=O)CSc1nc(N)cc(N)n1,-0.4,0,-9,0,9,-4,-5,-1
Cc1cccnc1CN1CCN(Cc2nc(C(c3ccccc3)c3ccccc3)no2)CC1,-2.7,2,-8,0,-3,3,12,-2
O=C(NCc1ccccc1Cl)c1ccc2nc[nH]c2c1,-1.2,-2,3,10,-6,-9,-3,2
COc1ccc(Oc2ccc(N/C=C/C(=O)C(C)(C)C)cc2)cc1,4.1,-9,-4,-5,21,1,37,3
N#CCCN(C(=O)COC(=O)C1CCN(c2ccc(C(F)(F)F)cn2)CC1)c1ccc(F)cc1,0.4,-6,-2,8,21,5,-3,1
Cc1ccccc1OCCNC(=O)c1ccccc1Sc1ccccc1C#N,0.2,1,3,1,8,-2,15,-1
Cc1ccc2oc(C(=O)NCc3ccc(S(N)(=O)=O)cc3)cc(=O)c2c1,-0.9,5,-9,-3,13,-8,-6,-1
CCC(C)[C@H](NC(=O)NCc1ccco1)C(=O)OC (some centres undefined),-3.8,3,-7,-4,-2,-4,3,1
COc1ccc(OC)c(NC(=O)Cc2nn(C)c(=O)c3ccccc23)c1,11,16,-2,5,13,0,-1,2
COCCCNCCCCOc1ccc(OCc2ccccc2)cc1,3.4,7,-1,1,26,-7,-8,-1
CC1CCN(S(=O)(=O)c2ccc(NC(=O)N3c4ccccc4Sc4ccccc43)cc2)CC1,2.9,-6,2,-2,-10,-8,5,2
COc1ccc(CCN2C(=O)C3C4C=CC(C4)C3C2=O)cc1OC (centres undefined),-0.3,3,-1,2,-1,-6,-3,1
CC(=O)Nc1nc(SCc2cccc3ccccc23)n[nH]1,3.8,-8,-4,-3,12,-11,-9,-1
CC(C)(C)C(=O)N1CCc2cc(-c3csc(N)n3)ccc21,-3.4,-22,1,2,7,1,-3,3
Cc1c(CCC(=O)N[C@@H](CC(C)C)C(=O)O)c(=O)oc2c(C)c3oc4c(c3cc12)CCCC4,0.2,31,-7,-1,-2,2,-3,-4
O=C(NCCc1ccc(Cl)cc1Cl)c1cccnc1,2.1,1,-1,2,13,2,18,0
OCC[C@H]1C[C@@H](O)[C@H](O)[C@]2(OCCCc3ccccc32)O1,-3.3,2,4,4,1,-1,-9,-2
CC(C)CCN1C(=O)c2ccc(C(=O)Nc3cccc(S(N)(=O)=O)c3)cc2C1=O,-1.4,-7,-6,-8,17,2,9,-8
CC(=O)c1cccc(S(=O)(=O)Nc2cccnc2)c1,-2.1,4,2,1,7,3,-3,-1
N#Cc1c(N)c(C(=O)c2ccc(Br)cc2)n2c1CCC2,-0.8,-3,-8,-8,7,4,6,-14
N#Cc1ccc(NC(=O)COC(=O)CCc2ccc(S(=O)(=O)N3CCCCC3)cc2)cc1,1.4,-5,-5,-2,3,-3,-5,3

# Carrying on:
mol,MPTP block,Gli-Sufu block,APOBEC3G inh,A3A deaminase,CCR6 antagonist,CXCR6 inh,EBI2 block,NR3A LBD binder
CCOC(=O)Cn1c(=O)c2c(nc(N3CCCCC3)n2Cc2ccccc2)n(C)c1=O,-0.5,30,-7,-1,-2,6,12,1
COc1ccc(-n2c(SCC(N)=O)nnc2-c2cccnc2)cc1,-0.5,10,2,2,0,-4,4,-1
Nc1cc(N)c2c(c1)C(=O)c1ccccc1-2,0.2,2,nt,nt,10,7,-3,-7
CCc1cccc(CC)c1NC(=O)COC(=O)CC1c2ccccc2CCN1S(=O)(=O)c1ccccc1 (centres undefined),3.5,43,1,5,5,9,23,0
Oc1ccc(/C=N/NC(=S)Nc2cccnc2)cc1O,-0.6,9,-9,-5,26,-7,3,-14
O=[N+]([O-])C1C(c2ccccc2)=NOC1c1ccccc1O (centres undefined),1.2,-6,3,2,3,9,-6,-6
COc1ccccc1/C=C1/C(=O)N(c2cc(C)cc(C)c2)C(c2cccc([N+](=O)[O-])c2)S1(=O)=O (centres undefined),-3.9,-1,4,1,13,5,11,-9
Cc1nnc(NC(=O)c2cccc(Br)c2)s1,-1.8,-8,-1,-1,-9,5,0,-4
Cc1ccc(S(=O)(=O)N2CCCC2)cc1C(=O)NCc1ccccn1,0.3,3,-8,-2,1,2,-7,-4
COC(=O)CNC(c1ccccc1)c1cc(Br)ccc1N (centres undefined),-0.7,-1,1,1,11,9,-11,0
Cc1ccc(NC(=O)COC(=O)c2cc(Cl)cc(Cl)c2)c(Br)c1,0.7,-10,0,4,1,-19,-12,1
O=C(Nc1nnc(CSCc2ccccc2F)s1)c1cccc([N+](=O)[O-])c1,23,2,-9,7,8,7,9,2
CC(=O)N1CCc2c(sc(NC(=O)c3ccc([N+](=O)[O-])o3)c2C#N)C1,2.8,10,nt,nt,45,23,-2,-4
CCC(C)(C)n1nnnc1C(c1ccc(OC)c(OC)c1)N1CCN(c2ccc(F)cc2)CC1 (centres undefined),-5.8,3,-2,0,8,9,23,-4
O=C(NCCCO)C(=O)Nc1ccc2c(c1)N(S(=O)(=O)c1cccs1)CCC2,-1.0,-1,-3,0,10,-13,-1,0
COc1ccc(C(=O)O/N=C(/C)c2cccs2)cc1,-0.2,-2,-9,-5,-3,0,-2,-1
CCN(CC)S(=O)(=O)c1cccc(C(=O)Nc2sc3c(c2C(N)=O)CCCC3)c1,-1.3,-1,4,5,15,-3,28,-2
O=C1C(=O)N(Cc2ccccc2)C(c2cccc(O)c2)/C1=C(\O)c1ccc2c(c1)OCCO2 (centres undefined),-1.6,-10,-3,-1,13,7,-6,-2
COc1ccc(Br)cc1C1CC(=O)N2CN(Cc3ccccc3)CSC2=C1C#N (centres undefined),-0.5,6,-8,-4,12,5,-10,-7
